High-throughput results from PubChem.
Rac1 GTP hydrolysis = MgcRacGAP GTPase-activating activity inhibitors, confirmation, biochemical, ADP Hunter fluorescence | MgcRacGAP-stimulated Rac1 GTP hydrolysis, ADP Hunter fluorescence; higher % means a stronger effect; GST-tagged Rac1 F28L mutant substrate | one-dose inhibition, % at 30 µM; IC50 in µM for titrated hits | hit rate 0.6% among 340,000 | AID 624330;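 active means first-screen hits whose inhibition reached a set limit at any dose in the follow-up dose series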;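 further: fluorescence reports GDP produced by GAP-driven GTP hydrolysis; strong numbers were not always called active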
SV40 large T antigen = SV40 large T antigen inhibitors, biochemical (AID 1903) | hit rate 0.39% among 310,000 | inhibition, % at 20 µM; hits with a dose series show IC50 in µM | SV40 large T antigen ATPase/helicase inhibition assay; higher % means a stronger effect; in the data active means a potency from the dose series; further: strong numbers were not always called active
West Nile antiviral = West Nile virus antiviral activity, cell-based, CPE readout (AID 1621); CPE inhibition, % at 10 µM; hits with a dose series show IC50 in µM; hit rate 0.02% among 290,000; West Nile virus-infected cells, CPE inhibition; higher % means a stronger effect; in the data active means a potency from the dose series; further: strong numbers were not always called active
K1F lysis inhibition = protection from phage-mediated lysis, alamar blue read-out – E. coli UTI89, K1F phage, bacterial capsule biogenesis inhibitors (AID 488966). inhibition, % at 100 µM; hits with a dose series show IC50 in µM. hit rate 0.02% among 340,000. E. coli UTI89 K1F phage lysis, alamar blue, 2 h; higher % means a stronger effect;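 active means phage lysis inhibition, versus mean bacterial control, above a set limit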;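 further: capsule biogenesis inhibitors block K1F phage lysis so surviving cells raise fluorescence; higher fluorescence means more inhibition of phage lysis; actives were called in the ten point dose series up to 300 µM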
T cell HTS = T cell immune modulators affecting CD8 T cell-vesicle binding; 2C CD8+ T cell-vesicle binding, flow cytometry; stronger effect = lower value; calls only at 7 µM; hit rate 0.068% among 330,000; AID 2052;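 active means response, share of CD8 T cells binding vesicles, and their 90th percentile fluorescence all below set limits, cut at about 80% in these data, passing the limit was not always enough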
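System: murine 2C transgenic CD8+ T lymphocytes; also added: QL9-loaded Drosophila micro-vesicles; times: binding 1.5 h at 37 °C; measured by: flow cytometry, PE anti-B7-1 (FL2) versus Alexa647 anti-CD8 (FL8), PFA-fixed; control set: Peptide-free naked vesicles (low) and QL9 vesicles with 0.7% DMSO vehicle (high)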
Dengue-2 NS5 capping = Dengue-2 NS5 methyltransferase inhibitors, primary screen, biochemical, confirmation dose response (AID 588689) | Dengue-2 NS5 methyltransferase capping enzyme assay, biochemical; higher % means a stronger effect | inhibition, % at 25 µM, or IC50 in µM where a hit was titrated | hit rate 0.3% among 340,000; in the data active means a potency from the dose series
RSV antiviral HEp-2 = RSV antiviral activity via CPE protection, HEp-2 cells, primary 10 µM value included (AID 2391); hit rate 0.13% among 310,000; HEp-2 cells, RSV-induced CPE inhibition; higher % means a stronger effect; CPE inhibition, % at 10 µM; hits with a dose series show IC50 in µM; in the data active means a potency from the dose series; further: strong numbers were not always called active
PhoP inhibition = inhibitors of PhoP regulon expression, primary screen, Salmonella Typhimurium, GFP reporter (AID 1863); S. Typhimurium PhoP-regulated promoter GFP reporter, 4 h; higher % means a stronger effect; hit rate 0.16% among 300,000; inhibition, % at 50 µM; hits with a dose series show IC50 in µM;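 active means inhibition over 29.93%, a cutoff 3 SD above the screen mean, later confirmed by dose response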;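 further: 0% = low Mg2+ inducing control and 100% = high Mg2+ repressing control; strong numbers were not always called active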
NTR1 agonist = agonists of NTR1, primary screen, imaging, U2OS cells, beta-arrestin-GFP, high content (AID 493036). P30989. NTR1-U2OS beta-arrestin-GFP spot imaging, agonist mode. activation, % at 20 µM. hit rate 0.17% among 330,000;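 active means activation at or above 40% of the spot to cytoplasm intensity ratio, with at least 20 cells analyzed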;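 further: 0% = DMSO without peptide and 100% = 100 nM NTR1 peptide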
Target sequence (P30989 whole entry, looked up): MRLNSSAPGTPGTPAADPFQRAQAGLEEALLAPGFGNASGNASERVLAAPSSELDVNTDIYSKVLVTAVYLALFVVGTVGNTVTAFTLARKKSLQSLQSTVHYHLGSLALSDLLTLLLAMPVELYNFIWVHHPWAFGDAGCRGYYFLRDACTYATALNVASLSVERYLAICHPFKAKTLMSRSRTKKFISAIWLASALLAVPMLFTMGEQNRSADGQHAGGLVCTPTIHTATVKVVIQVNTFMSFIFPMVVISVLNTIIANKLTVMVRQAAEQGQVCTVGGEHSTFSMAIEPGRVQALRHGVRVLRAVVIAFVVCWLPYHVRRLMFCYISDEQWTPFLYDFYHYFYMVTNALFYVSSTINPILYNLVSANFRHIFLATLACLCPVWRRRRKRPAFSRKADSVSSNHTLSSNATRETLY
T cell HTS vesicle-bound % = recorded beside T cell HTS, whose call it bears; double positive events, %; measured here: CD8+ vesicle-bound cell fraction;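 binding gate set so that unloaded-vesicle control wells show 10% double positive cells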
NTR1 agonist cell count 20 µM = second read-out of NTR1 agonist, no call of its own (marks repeat the call); cell count; measured here: cell count, cytotoxicity flag
Dengue-2 NS5 capping pilot replicate = recorded beside Dengue-2 NS5 capping, whose call it bears; inhibition, %; measured here: pilot screen replicate inhibition
Numbers without * were called inactive; i = inactive; / = not tested or not shown; [ ] = another dose, or the depositor's remark.

Preview:
SMILES	Rac1 GTP hydrolysis	SV40 large T antigen	West Nile antiviral	K1F lysis inhibition	T cell HTS	T cell HTS vesicle-bound %	Dengue-2 NS5 capping	RSV antiviral HEp-2	PhoP inhibition	NTR1 agonist	NTR1 agonist cell count 20 µM	others
CN1CCN(C(=O)c2cc(Br)cn2C)CC1	11%	7%	-0.6%	0.1%	i	29	-7%	0.9%	-3%	1.8	75
O=C(C1=C[C@@H](c2ccc3c(c2)OCO3)C[C@@H](OCCCCO)O1)N1CCN(Cc2ccc3c(c2)OCO3)CC1	1%	10%	0.9%	-0.3%	i	12	-15%	1.7%	1%	-2.1	81
Cc1ccc(/C=N/n2c(C)n[nH]c2=S)o1	13%	-4%	0.2%	0.6%	i	23	-3%	0.8%	-9%	-0.2	94	Dengue-2 NS5 capping pilot replicate=-2.3

The listing, repeating the preview:
SMILES	Rac1 GTP hydrolysis	SV40 large T antigen	West Nile antiviral	K1F lysis inhibition	T cell HTS	T cell HTS vesicle-bound %	Dengue-2 NS5 capping	RSV antiviral HEp-2	PhoP inhibition	NTR1 agonist	NTR1 agonist cell count 20 µM	others
CN1CCN(C(=O)c2cc(Br)cn2C)CC1	11%	7%	-0.6%	0.1%	i	29	-7%	0.9%	-3%	1.8	75
O=C(C1=C[C@@H](c2ccc3c(c2)OCO3)C[C@@H](OCCCCO)O1)N1CCN(Cc2ccc3c(c2)OCO3)CC1	1%	10%	0.9%	-0.3%	i	12	-15%	1.7%	1%	-2.1	81
Cc1ccc(/C=N/n2c(C)n[nH]c2=S)o1	13%	-4%	0.2%	0.6%	i	23	-3%	0.8%	-9%	-0.2	94	Dengue-2 NS5 capping pilot replicate=-2.3
Cc1c(NC(=O)CN2C(=O)NC3(CCCCC3)C2=O)c(=O)n(-c2ccccc2)n1C	2%	20%	0.2%	1.3%	i	46	-4%	-0.4%	-8%	-1.3	46
O=[N+]([O-])c1ccc2c(c1)C(O)n1ncnc1S2 (stereo not given)	8%	9%	0.8%	-1.8%	i	29	-7%	0.6%	2%	-0.5	23
Cc1csc2ncc(C(=O)N3c4ccccc4CC3C)c(=O)n12 (stereo not given)	-8%	6%	0.2%	1.9%	i	34	-6%	-0.1%	5%	1.6	58
Nc1ccc(C(=O)N2N=C(c3ccc(F)cc3)CC2(O)C(F)(F)F)cc1 (stereo not given)	7%	-3%	-0.1%	-1.6%[50 µM]	i	24	-1%	3.4%	9%	1.2	80
CC(C)CC1NC(=S)N(C2CCCCC2)C1=O (stereo not given)	-10%	-3%	0.0%	-0.2%	i	55	-1%	1.4%	-6%	1.7	51
CC(C)CNS(=O)(=O)c1ccc(CCC(=O)NC2CCCC2)cc1	-4%	3%	-0.3%	-0.2%	i	38	4%	2.6%	3%	0.6	43
Cc1ccc(OCc2ccc(C(=O)Nc3nccs3)o2)cc1C	6%	-1%	-0.1%	5.2%	i	54	31%	3.0%	-14%	0.9	51
O=C(NNC(=O)c1cc(C(F)(F)F)cc(C(F)(F)F)c1)c1ccc(Cl)cc1	/	6%	-0.5%	/	i	12	/	0.5%	6%	0.2	48
COc1cc(NC(=O)CN(C)S(=O)(=O)c2ccc(-c3ccc(=O)[nH]n3)s2)cc(OC)c1	-6%	10%	0.3%	-0.1%	i	3	-12%	0.9%	-12%	-0.6	49
Cc1cccn2c(/C=N/OCc3cccc(F)c3)c(-c3ccc(Cl)cc3)nc12	-1%	2%	-0.2%	0.7%	i	49	-5%	1.4%	-1%	2.0	64
Cc1ccc(C(=O)NNC(=O)OC(C)(C)C)c(Cl)c1	13%	3%	0.1%	0.2%	i	62	-4%	-1.0%	2%	-1.5	32
Cc1occc1-c1nnc(SCC(=O)NCCc2ccccc2)n1C(C)c1ccccc1 (stereo not given)	-11%	7%	-0.5%	-4.0%	i	63	-2%	0.9%	-9%	0.0	74
O=C(NCc1ccccc1)N(Cc1nc2ccccc2c(=O)[nH]1)C1CCCC1	11%	12%	0.5%	0.4%	i	17	-1%	1.7%	7%	3.2	51
CCOC(=O)c1cccnc1SCC(=O)NC(C)CC (stereo not given)	3%	-2%	-0.4%	2.4%	i	10	-5%	-0.7%	-14%	-0.8	74
FC(F)(F)c1cccc(Cn2nnnc2-c2cccc(C(F)(F)F)c2)c1	0%	9%	-0.6%	-0.2%	i	55	-3%	0.0%	0%	1.1	78
CC(C)(C)c1nnc2sc(SCCN3C(=O)c4ccccc4C3=O)nn2c1=O	-2%	-3%	0.3%	-0.3%	i	38	-2%	0.8%	-4%	-0.1	95
CC1(C)CC(=O)C=C(/C=C/c2ccccc2)C1	3%	/	/	0.2%	i	26	0%	0.6%	/	3.5	59
COc1ccc(C)cc1NC(=O)CSc1cccc[n+]1[O-]	0%	/	/	0.7%[50 µM]	i	55	3%	/	/	-0.4	56
CCOC(=O)C1=CN(Cc2cccc(-c3cccnc3)c2)S(=O)(=O)N(C)C1C (stereo not given)	7%	/	/	-0.1%	/	/	-3%	/	/	0.8	64	Dengue-2 NS5 capping pilot replicate=-4.2
CCN(CC)S(=O)(=O)c1ccc(N2CCCC2)c(NS(=O)(=O)c2ccc(OC)cc2)c1	12%	1%	-0.4%	0.9%	i	14	7%	2.9%	-16%	-1.2	63
Cc1ccc(S[C@@H](CCN2CC[C@H](NC(=O)OCc3ccccc3)CCC2=O)c2ccccc2)cc1	9%	22%	-1.1%	-0.2%	i	17	7%	1.7%	-1%	18	73
COc1ccc(C(=O)N2CCCCCC2)cc1S(=O)(=O)N1CCOCC1	4%	-1%	0.1%	0.0%	i	24	1%	0.6%	4%	-0.3	57

Of the compounds above, these have a CF3 group:
SMILES	Rac1 GTP hydrolysis	SV40 large T antigen	West Nile antiviral	K1F lysis inhibition	T cell HTS	T cell HTS vesicle-bound %	Dengue-2 NS5 capping	RSV antiviral HEp-2	PhoP inhibition	NTR1 agonist	NTR1 agonist cell count 20 µM	others
Nc1ccc(C(=O)N2N=C(c3ccc(F)cc3)CC2(O)C(F)(F)F)cc1 (stereo not given)	7%	-3%	-0.1%	-1.6%[50 µM]	i	24	-1%	3.4%	9%	1.2	80
O=C(NNC(=O)c1cc(C(F)(F)F)cc(C(F)(F)F)c1)c1ccc(Cl)cc1	/	6%	-0.5%	/	i	12	/	0.5%	6%	0.2	48
FC(F)(F)c1cccc(Cn2nnnc2-c2cccc(C(F)(F)F)c2)c1	0%	9%	-0.6%	-0.2%	i	55	-3%	0.0%	0%	1.1	78

The results go on:
SMILES	Rac1 GTP hydrolysis	SV40 large T antigen	West Nile antiviral	K1F lysis inhibition	T cell HTS	T cell HTS vesicle-bound %	Dengue-2 NS5 capping	RSV antiviral HEp-2	PhoP inhibition	NTR1 agonist	NTR1 agonist cell count 20 µM	others
CCOC(=O)C1=C(CSc2n[nH]c(N)n2)NC(=O)NC1C (stereo not given)	4%	1%	0.0%	0.2%	i	32	-2%	0.0%	-10%	1.8	81	Dengue-2 NS5 capping pilot replicate=-1.2
O=C(CCC(=O)N(CC(=O)NC1CCCC1)C1CCCCC1)Nc1ccccn1	10%	3%	0.0%	0.1%	i	65	-2%	1.8%	-8%	-0.7	86
CC(CO)NCC12CC3CC(CC(C3)C1)C2 (stereo not given)	5%	-2%	-0.5%	-1.1%	i	24	-10%	0.4%	-6%	-0.7	51
CN1CCN(S(=O)(=O)c2ccc3c(c2)NC(=O)C2CCCN32)CC1 (stereo not given)	-1%	23%	-0.1%	0.1%	i	26	2%	0.4%	3%	-0.5	101
CC1CCC2(CC1)NC(=O)N(CC(=O)Nc1cccc(S(=O)(=O)N3CCCC3)c1)C2=O (stereo not given)	5%	/	/	0.2%[50 µM]	i	52	0%	2.3%	/	1.7	54
COC(=O)C(O)(CC(=O)Nc1cccc(SC)c1)C(F)(F)F (stereo not given)	12%	-7%	0.1%	0.5%	i	14	0%	1.8%	12%	-1.0	44
Cc1cc(C(=O)OCC(=O)N2CC(=O)Nc3ccccc32)c(C)n1-c1ccc(F)cc1	-13%	7%	-0.6%	-0.2%	i	49	3%	7.2%	4%	0.4	67
Cc1ccccc1OCC(=O)Nc1sc(C(=O)Nc2cccc(C)c2C)c(C)c1C#N	0%	5%	0.1%	2.3%	i	30	0%	1.3%	12%	1.3	63
Cc1ccc2cc3cc(C(=O)NCCCN4CCCC4)oc3nc2c1	19%	5%	-0.2%	0.2%	i	34	9%	1.9%	-3%	1.0	59
CSc1ccc(S(=O)(=O)N2CCC(C(=O)NCCN3CCOCC3)CC2)cc1	1%	19%	-0.7%	0.1%	i	21	-4%	-0.6%	6%	0.5	59
CO/N=C(/CS(=O)(=O)c1ccc(C)cc1)c1ccc(OC)cc1	-8%	7%	-0.2%	-0.3%	i	32	1%	4.8%	19%	0.5	49
CCOC(=O)N1CCN(Cc2nc3ccc([N+](=O)[O-])cc3c(=O)n2-c2cccc(OC)c2)CC1	9%	19%	-0.2%	-0.1%	i	29	-4%	0.8%	1%	0.3	49
Cc1cccc(C)c1NC(=S)N/N=C/c1ccc(C(=O)O)cc1	15%	6%	1.4%	0.3%	i	24	-9%	-0.4%	2%	-1.2	65
Nc1nnc(CC(=O)N/N=C/c2ccc([N+](=O)[O-])cc2)s1	10%	14%	0.0%	0.6%[50 µM]	i	14	-6%	2.6%	1%	1.8	56
Cc1nn(-c2ccccc2)c(Cl)c1C(=O)N1CCN(C)CC1	4%	6%	0.0%	-0.2%	i	15	-5%	-1.5%	4%	-0.2	59
CCn1c(C)cc(/C=C2/NC(=O)N(Cc3ccccc3F)C2=O)c1C	12%	2%	0.4%	4.0%	i	58	/	2.6%	6%	-1.8	58
CC1CCCC(C)N1C(=S)SCC(=O)O (stereo not given)	2%	8%	0.2%	-0.1%	i	34	4%	0.5%	-1%	0.3	58
CCOC(=O)Cn1nc(C(F)F)c(Br)c1C	9%	18%	0.4%	0.3%	i	37	-17%	0.0%	-5%	3.0	30
O=C1N2CCSC2=NC1(NS(=O)(=O)c1ccccc1)C(F)(F)F (stereo not given)	8%	12%	0.3%	1.6%	i	22	-6%	1.3%	0%	0.3	55
COc1ccc(-c2cc(N3C(=O)Nc4ccccc4N3O)n[nH]2)cc1	6%	7%	0.0%	0.5%	i	32	1%	0.4%	10%	2.4	50
CSc1ccc(/C=N/n2c(COc3ccccc3)n[nH]c2=S)cc1	10%	11%	-0.5%	-1.1%[50 µM]	i	13	4%	13%	0%	2.1	54
O=C(c1cnn2c(C(F)F)cc(-c3ccccc3)nc12)N1CCOCC1	4%	-4%	0.0%	0.4%	i	30	-1%	0.8%	1%	0.4	81	Dengue-2 NS5 capping pilot replicate=-0.9
CCOC(=O)N1CCC(Nc2c(NCCCN3CCN(C4CCCCC4)CC3)c(=O)c2=O)CC1	5%	1%	0.7%	0.5%	i	49	3%	-0.3%	-4%	-0.6	92
COc1cc(/C=N/n2nnnc2N)ccc1OCc1c(C)no[n+]1[O-]	6%	10%	0.4%	2.3%	i	45	-2%	1.4%	-11%	1.8	47
